Source: PubChem BioAssay
Lamin A splicing: changes lamin A minigene splicing in HeLa cells; HeLa LMNA splicing GFP/RFP minigene ratio, 48 h; Potency, µM (series often up to 46.1 µM), for inactives: at the highest dose ratio change, negative = inhibition, usual class: inhibitors; 200,000 compounds, 0.01% hits; AID 1487; active = well fitted inhibition curve with a large enough effect in the signal ratio, with a control signal flat, not every such curve was filed as active; inconclusive = small, poorly fitted or top-dose-only effect, or effect the other way, or a change in a side signal; the % refers to the signal ratio; also: potency is read from the fitted curve at half-maximal effect; % is scaled to controls: 0 for no effect and ±100 for the full control effect
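Read-out is the ratio of GFP to DsRed2 object intensity, acquired by 488 nm laser-scanning cytometry on HeLa lamin A-EGFP minigene reporter cells. Compound incubation 48 hrs at 37 °C in Opti-MEM with 2% FBS; DMSO 0.5% final.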
HTT ATP protect: protects HTT-Q103 PC12 cells, measured by ATP; PC12 HTT-Q103 induced, cytoprotection, ATP luminescence, 40 h; Potency, µM (highest dose often 56.4 µM), for the others: cytoprotection (ATP increase), actives largely listed as activators; 230,000 compounds, 0.14% hits;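 also: potency is read from the fitted curve at half-maximal effect; % of control where 0% means no effect; nearly all actives have a fitted effect of over 45% in size; toxic huntingtin expression switched on by the ecdysone agonist tebufenozide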
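Quantitative HTS on tebufenozide-induced (100 nM) PC12 cells expressing HTTQ103 exon 1–GFP; compounds tested as a concentration series; survival measured via cellular ATP.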
HttQ103 aggreg: reduces HttQ103-GFP aggregates in PC12 cells; PC12 HttQ103-GFP aggregates, Acumen cytometry, 40 h; Potency, µM (highest dose often 46.1 µM), for the others: top-dose activity change, negative = inhibition, actives largely listed as inhibitors; 220,000 compounds, 1.1% hits; also: potency is read from the fitted curve at half-maximal effect; % is scaled to controls: 0 for no effect and ±100 for the full control effect; nearly all actives have a fitted effect of over 60% in size
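Quantitative HTS on tebufenozide-induced (100 nM) PC12 cells stably expressing polyQ103 Huntingtin exon 1–GFP. Reduction of bright GFP aggregates, detected by laser scanning cytometry after lysis, identified actives across the titration.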
SMN2 splice up: increases expression of the SMN2 splice variant. AID 1458. Potency, µM (highest dose often 46.1 µM), for the others: top-dose activity change, positive = activation, usual class: activators. HEK293 SMN2-luciferase splicing reporter, luminescence, 30-36 h. 210,000 compounds, 2.8% hits; also: potency is read from the fitted curve at half-maximal effect; % of control where 0% means no effect; nearly all actives have a fitted effect of over 55% in size
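HEK293 cells carry an SMN2 minigene-luciferase reporter in which exon 7 inclusion puts luciferase in frame. Cells were seeded at 2000 cells/well, attached for 10-12 hours, then exposed to compounds for 30-36 hours at 37C before ONE-Glo luminescence.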
CBFb RUNX1 block: CBF-beta/RUNX1 interaction disruption. Q01196+Q13951. AlphaScreen CBFb-His/RUNX1-biotin binding, biochemical. Potency, µM (highest dose often 59.8 µM), inactives show at the highest dose activity, negative = inhibition, usual class: inhibitors. 230,000 tested, under 10 active. AID 1477; also: % of control where 0% means no effect
Target sequence (Q01196 whole entry, looked up): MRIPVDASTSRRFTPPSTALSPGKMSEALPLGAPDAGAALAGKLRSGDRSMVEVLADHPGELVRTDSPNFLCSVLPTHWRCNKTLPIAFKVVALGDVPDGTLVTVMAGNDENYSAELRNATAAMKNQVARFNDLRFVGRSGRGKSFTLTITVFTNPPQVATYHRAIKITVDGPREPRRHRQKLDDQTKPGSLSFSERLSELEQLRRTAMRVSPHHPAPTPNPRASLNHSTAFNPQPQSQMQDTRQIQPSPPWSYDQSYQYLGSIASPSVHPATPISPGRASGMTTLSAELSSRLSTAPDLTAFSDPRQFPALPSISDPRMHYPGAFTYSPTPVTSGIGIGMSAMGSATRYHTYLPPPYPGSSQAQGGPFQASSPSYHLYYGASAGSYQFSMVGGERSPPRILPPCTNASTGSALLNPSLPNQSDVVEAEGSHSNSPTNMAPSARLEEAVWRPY
Target sequence (Q13951 whole entry, looked up): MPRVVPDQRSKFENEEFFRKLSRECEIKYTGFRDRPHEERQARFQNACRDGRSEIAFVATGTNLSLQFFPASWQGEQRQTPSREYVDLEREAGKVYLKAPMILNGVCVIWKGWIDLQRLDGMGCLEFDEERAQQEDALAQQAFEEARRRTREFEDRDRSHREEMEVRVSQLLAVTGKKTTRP
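Proteins preincubated together for 20 min at RT before compound addition; 15 min later, nickel and streptavidin beads were added and left 90 min prior to AlphaScreen measurement.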
Luc counter: Kinase-Glo luciferase inhibition (counter-screen). Q27757. Kinase-Glo luciferase, ATP luminescence, 8 min. Potency, µM (highest dose often 38.3 µM), for inactives: at the highest dose activity change, negative = inhibition, most hits filed as inhibitors. 200,000 compounds, 0.28% hits; also: potency is read from the fitted curve at half-maximal effect; % is scaled to controls: 0 for no effect and ±100 for the full control effect; nearly all actives have a fitted effect of over 60% in size
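Compound is pinned into ATP-containing buffer (10 uM ATP, imidazole pH 7.2, 7 mM MgCl2). Kinase-Glo luciferase reagent is then added. Light output is recorded following an 8-min room-temperature incubation.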
IMPase Li inh: cell-permeable IMPase inhibitors with lithium potentiation; 210,000 compounds, 0.35% hits; CHO-M1 cells, IP1 TR-FRET (IP-One), carbachol + lithium; Potency, µM (highest dose often 59.4 µM), for the others: at the highest dose activity, negative = IMPase inhibition, actives largely listed as inhibitors;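 also: IP1 builds up when IMPase is blocked and the TR-FRET signal falls; potency is read from the fitted curve at half-maximal effect; plate controls were basal vehicle for no effect and high inhibitor control for full effect; nearly all actives have a fitted effect of over 50% in size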
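Steps: plate 2000 CHO-M1 cells per well and culture 16–30 h; add compound and lithium; incubate 30 min, 37C; add d2-IP1 tracer and Eu cryptate anti-IP1 antibody in lysis buffer; read after 10 min at room temperature.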
The depositor's hits bear a star; ? = inconclusive; · = not tested or not shown; & = joins results of further samples; [ ] = dose if it differs, or a comment. Unless noted, calls follow the shape of the dose curve; as a rule, active = well fitted curve in the direction sought with a large enough effect; inconclusive = small, poorly fitted or top-dose-only effect, or another doubt; inactive = no such curve, though single readings can be large; an effect the other way counts as inactive or inconclusive.

1	CC(NC(=O)CCc1nnc(CCCc2ccccc2)o1)c1ccccc1 (configuration not stated)
2	C[C@H](CO)NC(=O)[C@H]1C[C@@H]1[C@H](NP(=O)(c1ccccc1)c1ccccc1)c1ccccc1
3	COC(=O)c1cccc2c1NC(=O)C2=O
4	C=CCC1(CC=C)CCCN1C(=O)CC1C(=O)NCCN1Cc1cccc(OC)c1 (configuration not stated)
5	Cc1ccc(-n2ncc(C(=O)Nc3cc(Cl)ccc3C)c2C2CCNCC2)cc1C
6	Cc1nc2c(C)cccc2cc1C(=O)N/N=C/c1cccnc1
7	O=C(NC12CC3CC(CC(C3)C1)C2)C1CC(=O)N(c2ccc(Br)cc2)C1 (configuration not stated)
8	Cc1cc(C)cc(NC(=O)C(=S)NCc2ccccc2)c1
entry no.,1,2,3,4,5,6,7,8
Lamin A splicing,?,·,·,4%[46 µM],·,?,7%,·
HTT ATP protect,8%[10 µM],10%,12%[10 µM],3%[10 µM],·,·,1%,-11%
HttQ103 aggreg,9%[9.22 µM],·,37%[9.22 µM],-9%[9.22 µM],?,-19%,-5%[9.22 µM],-9%
SMN2 splice up,?,-16%,·,·,-45%[inhibitor],-8%,-20%,·
CBFb RUNX1 block,-1%,20%,6%,6%,0%,2%,-1%,14%
Luc counter,-2%,0%,·,-5%,0%,-3%,6%,1%
IMPase Li inh,10%,-2%,·,8%,-1%,-4%,0%[38.3 µM],18%

Looked up by structure from the entries so far (four):
1	CC(NC(=O)CCc1nnc(CCCc2ccccc2)o1)c1ccccc1 (configuration not stated)
7	O=C(NC12CC3CC(CC(C3)C1)C2)C1CC(=O)N(c2ccc(Br)cc2)C1 (configuration not stated)
2	C[C@H](CO)NC(=O)[C@H]1C[C@@H]1[C@H](NP(=O)(c1ccccc1)c1ccccc1)c1ccccc1
6	Cc1nc2c(C)cccc2cc1C(=O)N/N=C/c1cccnc1
entry no.,1,7,2,6
Lamin A splicing,?,7%,·,?
HTT ATP protect,8%[10 µM],1%,10%,·
HttQ103 aggreg,9%[9.22 µM],-5%[9.22 µM],·,-19%
SMN2 splice up,?,-20%,-16%,-8%
CBFb RUNX1 block,-1%,-1%,20%,2%
Luc counter,-2%,6%,0%,-3%
IMPase Li inh,10%,0%[38.3 µM],-2%,-4%

(cont.)
9	O=C(CCC(=O)c1cccs1)NCc1cccnc1
10	CC(=O)C1=C(O)C(=O)N(CCc2c[nH]c3ccccc23)C1c1ccc(O)cc1 (configuration not stated)
11	O=C(CC12CC3CC(CC(C3)C1)C2)N/N=C/c1ccc([N+](=O)[O-])o1
12	NC(CO)(CO)COCc1ccccc1
13	COc1ccccc1/C=C/C(=O)OCC(=O)Nc1cc(C(F)(F)F)ccc1N1CCOCC1
14	Cn1c(=O)oc2cc(S(=O)(=O)N3CCCC(C(=O)N4CCn5c4nc4ccccc45)C3)ccc21 (configuration not stated)
15	CCn1ccnc1CN(C)Cc1cn[nH]c1-c1ccc(OC)c(F)c1
16	O=C(Nc1ccc2c(c1)OCO2)c1nn(-c2ccccc2)c(=O)c2ccccc12
entry no.,9,10,11,12,13,14,15,16
Lamin A splicing,20%[46 µM],8%,?,25%[46 µM],?,-6%,·,11%
HTT ATP protect,-26%,-14%,12%[10 µM],2%[10 µM],32%[10 µM],8%[10 µM],6%[10 µM],-13%
HttQ103 aggreg,12%,-2%,-6%,13%,12%,-12%,-20%[9.22 µM],-5%
SMN2 splice up,-3%,-23%,-14%,8%,·,-57%[inhibitor],·,-25%
CBFb RUNX1 block,9%,-7%,-2%,13%,1%,-5%,3%,-4%
Luc counter,-1%,1%,2%,0%,·,0%,·,-2%
IMPase Li inh,?,?,3%,-11%,·,22%,1%,30%[38.3 µM]

17	C#CCNC(=O)C1=C[C@@H](c2ccc(Br)cc2)C[C@@H](OCc2ccc(CO)cc2)O1
18	CCN(CC)c1ccc(C=Nc2ccccc2)c(O)c1
19	O=C(O)CSCC(=O)N1CCCN(c2nc3ccc(Cl)cc3s2)CC1
20	COc1ccc(CN2C(=O)c3ccccc3C2C(=O)NC2CCCCCC2)c(OC)c1 (configuration not stated)
21	CC(C)Oc1ccc(CNC(=O)Cn2c(=O)oc3ccccc32)cc1
22	OCCn1c(SCCOc2ccccc2F)nc2ccccc21
23	COC(=O)c1nc2ccccc2s1
24	C/C(=N\NC(=O)c1c(Br)c(C)nn1C)c1cccc(NC(=O)c2ccccc2F)c1
entry no.,17,18,19,20,21,22,23,24
Lamin A splicing,·,-9%,·,26%[46 µM],-3%,?,-6%,1%
HTT ATP protect,3%[10 µM],-4%[10 µM],13%[10 µM],-59%[inhibitor],1%,8%[1.9 µM],-4%[10 µM],·
HttQ103 aggreg,11%[9.22 µM],-14%,8%[9.22 µM],6%,?,8%,-23%,-7%
SMN2 splice up,·,20%,·,-12%&-6%,-17%&-23%,-20%,-18%,9%
CBFb RUNX1 block,1%,-22%,4%,3%,-1%,3%,4%,-7%
Luc counter,·,-7%,·,-1%,17%,-1%,-5%,1%
IMPase Li inh,6%,20%,·,2%,-16%[38.3 µM],13%[38.3 µM],1%,0%

25	O=C(CSc1nnc2ccccn12)c1ccc2c(c1)OCCO2
26	Cc1ccc(C)c(Cn2cnc3c(cnn3C(C)(C)C)c2=O)c1
27	CCC(C)NC(=O)c1cc(OC)c(OC)c(OC)c1 (configuration not stated)
28	COc1cccc(C(=O)Nc2ccc(F)cc2F)c1
29	O=C(O)Cc1ccc(C(=O)CSc2ccccc2)s1
30	O=C(COC(=O)CCC(=O)c1cccs1)Nc1ncc(Cl)cc1Cl
31	COc1cc(CCC(=O)OCC(=O)NCC2CCCCC2)cc(OC)c1OC
32	C/C(=N\NC(=O)c1cccc(C)c1)c1ccc(N2CCOCC2)cc1
entry no.,25,26,27,28,29,30,31,32
Lamin A splicing,-12%,2%,8%,-7%,·,-9%,?,6%
HTT ATP protect,3%[10 µM],-15%,6%,8%[10 µM],-13%[10 µM],-13%[10 µM],-13%,-2%
HttQ103 aggreg,-14%,-21%,29%,-5%,-14%[9.22 µM],-9%,8%,16%
SMN2 splice up,11µM*,-60%[inhibitor],-3%,13µM*,·,15%,13%,-9%
CBFb RUNX1 block,15%,11%,-3%,9%,?,8%,-3%,0%
Luc counter,-11%,0%,-3%,-14%,·,-1%,-1%,-3%
IMPase Li inh,-10%[38.3 µM],34%[activator][38.3 µM],-4%[38.3 µM],1%,·,-4%,-12%,26%[38.3 µM]

33	COC(=O)C1=CN(C)C=C(C(=O)OC)C1c1ccccc1Cl
34	Cc1cc(C2=NNC(=NCCc3ccccc3)SC2)c(C)n1-c1c(C)n(C)n(-c2ccccc2)c1=O
35	CN(C)S(=O)(=O)c1cccc(-c2nnc3n2CCCCC3)c1
36	COc1cc(NC(=O)c2nccnc2C(=O)O)cc(OC)c1
37	Cc1cccc(NC(=O)CN2C(=O)C(C)Oc3ccccc32)n1 (configuration not stated)
38	CC(=O)c1cccc(CN2CCN(CC=C(C)C)C(CCO)C2)c1 (configuration not stated)
39	Cc1cc(NC(=O)CN2CCC(n3nnc4cc(C(F)(F)F)ccc43)CC2)no1
40	O=C(O)c1ccccc1-c1ccccc1C(=O)Nc1cccc(O)c1
entry no.,33,34,35,36,37,38,39,40
Lamin A splicing,-4%,·,·,-4%,?,·,-7%,?
HTT ATP protect,-6%,1%[10 µM],-3%[10 µM],9%,-37%[inhibitor],20%[10 µM],2%[10 µM],-49%[inhibitor]
HttQ103 aggreg,6%,-8%[9.22 µM],-16%[9.22 µM],1%,-10%,5%[9.22 µM],-9%,-2%
SMN2 splice up,-7%,·,·,7%,-14%,·,-3%,7%
CBFb RUNX1 block,17%,?,12%,-11%,-19%,2%,13%,7%
Luc counter,2%,·,·,-1%,4%,·,0%,3%
IMPase Li inh,1%,·,·,14%[38.3 µM],-8%,·,-13%[38.3 µM],0%

41	N#Cc1nc(-c2ccco2)oc1N1CCc2ccccc2C1
42	CCN(CC(=O)Nc1cc(Cl)ccc1C)c1ncnc2sc(C)c(C)c12
43	COc1ccc(N2C(=O)CC(Nc3cccc([N+](=O)[O-])c3)C2=O)cc1 (configuration not stated)
44	O=C(O)CCC(=O)NNC(=O)CCCOc1ccc(Cl)cc1Cl
45	Cc1cccc(C)c1OCCSc1n[nH]c(N)n1
46	CCCCCCCN[C@H]1CCC[C@@H]1CCCCCCC(=O)O
47	CCN(C(=O)COC(=O)/C=C/c1ccc(S(=O)(=O)N2CCc3ccccc32)cc1)C1CCS(=O)(=O)C1 (configuration not stated)
48	COc1cccc(CCNC(=O)CC2C(=O)NCCN2Cc2ccc(Cl)c(F)c2)c1 (configuration not stated)
entry no.,41,42,43,44,45,46,47,48
Lamin A splicing,-17%,?,·,-1%,2%,·,·,·
HTT ATP protect,-23%,5%[1.9 µM],0%[10 µM],25%,-10%,5%,?,-4%[10 µM]
HttQ103 aggreg,-18%,-11%,23%[9.22 µM],1%,8%,·,?,-4%[9.22 µM]
SMN2 splice up,-4%,-50%[inhibitor],·,-5%,-1%,28%,2%,-13%
CBFb RUNX1 block,-20%,4%,-3%,1%,-2%,-9%,-7%,-4%
Luc counter,1%,2%,·,-2%,1%,-1%,3%,1%
IMPase Li inh,25%[38.3 µM],19%,·,0%[38.3 µM],-1%[38.3 µM],12%,15%,-1%

49	CCOC(=O)c1sc(NC(C)=O)cc1C
50	CCOC(=O)c1c(C)n(C)c2ccc(OC(=O)c3ccco3)cc12
51	NC(=O)c1c(N)sc(=S)n1CC1CCCO1 (configuration not stated)
52	O=C(c1cc(=O)c2ccccc2o1)N1CCN(c2ccccc2F)CC1
53	COc1ccc(OCC(=O)NNc2nc3ccccc3s2)cc1
54	N#C/C(=C\c1ccc(-c2ccccc2[N+](=O)[O-])o1)C(=O)N1CCOCC1
entry no.,49,50,51,52,53,54
Lamin A splicing,-15%,?,9%,·,·,-7%[46 µM]
HTT ATP protect,2%[10 µM],20%,-10%,2%,40%[10 µM],12%
HttQ103 aggreg,-4%,-5%,-13%,-7%,7%[9.22 µM],-11%
SMN2 splice up,2%,-21%,26%,-8%,·,3%
CBFb RUNX1 block,3%,-4%,-6%,0%,-6%,-8%
Luc counter,0%,-2%,0%,-1%,·,2%
IMPase Li inh,25%[38.3 µM],5%[38.3 µM],-14%[38.3 µM],1%,·,2%
